mIAP activ: increases mouse intestinal alkaline phosphatase activity | muIAP, CDP-Star luminescence, 30 min; stronger effect = higher value; 1 = vehicle-only enzyme signal, 0 = enzyme-free wells | activation factor at 10 µM | hit rate 0.24% among 330,000 | AID 2805;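 active = activation factor of at least 2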; also: the source names both 10 and 20 µM as test concentration; values of inactives mirror those of a sister screen read the other way
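System: Mouse IAP enzyme | Also added: CDP-Star substrate | Dosing: Compounds dispensed in DMSO | Schedule: 30 min enzyme-substrate-compound incubation at room temperature | Technique: Chemiluminescence readout | Control set: DMSO-only wells and no-enzyme negative control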
hIAP act: increases human intestinal alkaline phosphatase activity | P09923 | purified human IAP, CDP-Star luminescence, 30 min; stronger effect = higher value; 1 = vehicle-only enzyme, 0 = enzyme-free background | activation factor at 10 µM | hit rate 0.16% among 330,000;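 active = activation factor of the enzyme at least 2-fold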; also: the source names both 10 and 20 µM as test concentration; values of inactives mirror those of a sister screen read the other way
A3G deaminase: APOBEC3G (human) deaminase inhibition | inhibition, % at 20 µM | recombinant A3G, ssDNA deamination FAM/TAMRA fluorescence | Q9HC16 | hit rate 0.28% among 330,000 | AID 493012;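 active = inhibition of at least 40% at 20 µM, with no more than 30% in the related APOBEC3A deaminase screen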;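 also: plate controls were DMSO wells with A3G for no effect and wells lacking A3G enzyme for full effect; some compounds called inactive have numbers as strong as hits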
Target sequence (Q9HC16 whole entry, looked up): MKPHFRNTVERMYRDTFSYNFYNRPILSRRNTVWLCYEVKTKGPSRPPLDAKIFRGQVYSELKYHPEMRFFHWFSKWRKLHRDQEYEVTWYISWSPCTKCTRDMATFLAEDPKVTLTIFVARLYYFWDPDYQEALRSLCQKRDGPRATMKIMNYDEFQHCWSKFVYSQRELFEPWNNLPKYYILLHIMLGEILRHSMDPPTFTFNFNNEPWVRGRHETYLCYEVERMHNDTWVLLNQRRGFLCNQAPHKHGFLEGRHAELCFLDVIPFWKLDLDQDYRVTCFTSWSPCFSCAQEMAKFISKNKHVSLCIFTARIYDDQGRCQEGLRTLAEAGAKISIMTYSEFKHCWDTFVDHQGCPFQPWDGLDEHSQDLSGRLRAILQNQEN
A3A deaminase: inhibitors of human APOBEC3A DNA deaminase. inhibition, % at 20 µM. recombinant A3A, FAM/TAMRA ssDNA deamination fluorescence. hit rate 0.41% among 330,000. P31941;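 active = at least 40% inhibition at 20 µM here, with at most 30% in a related deaminase screen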;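 also: plate controls were A3A with DMSO for no effect and wells lacking A3A enzyme for full effect; some results filed as inactive read as strong as hits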
Target sequence (P31941 whole entry, looked up): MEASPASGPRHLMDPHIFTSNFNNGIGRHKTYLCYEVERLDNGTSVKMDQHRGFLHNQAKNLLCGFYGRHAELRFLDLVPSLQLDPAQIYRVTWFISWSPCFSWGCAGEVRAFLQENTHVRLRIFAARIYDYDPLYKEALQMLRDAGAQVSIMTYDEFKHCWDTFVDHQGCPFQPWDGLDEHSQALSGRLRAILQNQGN
MIN6 prolif: inducers of beta-cell replication in MIN6 cells; MIN6 cells proliferation, ATPlite luminescence, 48 h; cells starved in 0.2% serum; 100% = growth in 10% serum; proliferation, % at 10 µM; hit rate 0.29% among 330,000; AID 2380;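 active = compounds whose signal lies at least 3.5 SD above the mean of all wells on their plate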;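 also: 0% = DMSO-treated cells in low-serum medium and 100% = 10% serum control; some compounds called inactive have numbers as strong as hits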
mIAP inh: blocks mouse intestinal alkaline phosphatase; hit rate 0.2% among 330,000; inhibition, % at 10 µM; purified mouse IAP, CDP-Star luminescence, 30 min;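 active = inhibition of at least 40% at 10 µM in the primary screen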;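 also: plate controls were DMSO with enzyme for no effect and no enzyme wells for full effect; values of inactives mirror those of a sister screen read the other way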
hIAP block: human IAP inhibition | purified IAP, CDP-Star luminescence, 30 min | hit rate 0.12% among 330,000 | P09923 | inhibition, % at 10 µM;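 active = inhibition reaching a set limit with compound at 10 µM in the primary screen, cut at about 35% in these data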;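 also: plate controls were DMSO wells with enzyme for no effect and no-enzyme buffer wells for full effect; values of inactives mirror those of a sister screen read the other way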
ATG4B inh: blocks human ATG4B protease cleavage of LC3 substrate; Q9Y4P1; ATG4B cleavage of LC3-PLA2, NBD-HPC fluorescence, 1 h; inhibition, % at 8.33 µM; hit rate 0.51% among 340,000; AID 504462; in the data active = inhibition above about 40%
Target sequence (Q9Y4P1 whole entry, looked up): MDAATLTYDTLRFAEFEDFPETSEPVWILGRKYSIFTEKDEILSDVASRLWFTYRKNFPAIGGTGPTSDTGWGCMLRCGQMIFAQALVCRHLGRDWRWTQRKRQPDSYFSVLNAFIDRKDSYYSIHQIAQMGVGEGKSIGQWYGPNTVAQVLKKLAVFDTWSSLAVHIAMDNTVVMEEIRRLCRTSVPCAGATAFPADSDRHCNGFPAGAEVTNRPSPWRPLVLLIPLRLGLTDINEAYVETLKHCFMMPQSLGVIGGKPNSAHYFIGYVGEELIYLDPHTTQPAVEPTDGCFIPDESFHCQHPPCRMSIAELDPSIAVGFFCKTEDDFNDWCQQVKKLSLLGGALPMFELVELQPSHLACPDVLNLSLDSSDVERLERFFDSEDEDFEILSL
MPTP inh: blocks calcium-induced mitochondrial swelling; AID 602449; inhibition, % at 10 µM; hit rate 1.4% among 360,000; isolated mouse mitochondria, Ca2+ swelling absorbance, 30 min;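 active = inhibition of 50% or more, scaled per plate between neutral and stimulator controls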;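 also: 0% = DMSO wells given calcium and 100% = 1 mM EGTA wells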
An asterisk follows results filed as active; & = joins results of further samples.

SMILES	mIAP activ	hIAP act	A3G deaminase	A3A deaminase	MIN6 prolif	mIAP inh	hIAP block	ATG4B inh	MPTP inh
COC(=O)C1=C(c2cccc(C#N)c2)C[C@@H]2CC[C@H]1N2C(=O)NCCc1ccccc1	1	0.99	-11	1	-1	-2	0	-2	0.7
C[C@H]1CCC/C=C/[C@@H]2C[C@H](O)C[C@H]2[C@H](O)/C=C/C(=O)O1	0.98&1.1	1&1.1	4&-4	5&2	-8&-8	2&-6	-2&-5	-8&-10	0.6&0.7
COc1ccn(C)c(=O)c1C#N	0.9	1.1	0	-1	1	10	-14	-14	-3.9
Cc1cc(C=C2C(=O)NC(=O)NC2=O)c(C)n1-c1cccnc1	0.61	0.89	-5	1	3	39	11	2	4.7
CN1CCN(C(=S)SCC(=O)Nc2ccc(Cl)cc2C(=O)c2ccccc2)CC1	1	0.8	-2	2	-4	-4	20	-1	8.7
Cc1cccc(-n2c(O)c(C=Nc3ccc(Br)cn3)c(=O)[nH]c2=O)c1	1	1	-3	0	-2	0	0	-9	-1.4
CCOC(=O)COc1ccc2c(c1)c(C(C)=O)c(C)n2Cc1ccccc1	1.1	1.1	-1	2	-3	-13	-10	-4	1.0
C=CCn1c(O)c(C=NCCCn2ccnc2)c(=O)[nH]c1=O	1.1	0.88	-3	-1	0	-10	12	-4	1.1
S=P(NC1CCCCC1)(N1CC1)N1CC1	0.91	1.1	-3	0	-3	9	-8	0	0.8
CN(C)S(=O)(=O)c1cc(NC(=O)C[N+]23CCN(CC2)CC3)ccc1Cl	0.9	1	-9	-2	0	10	-2	-1	-1.0
COc1ccc(OC)c(CNCCc2ccc(OC)c(OC)c2)c1	1	1.2	13	-3	-3	-5	-22	2	1.5
Cc1cccc(-n2c(O)c(/C=N/N3CCOCC3)c(=O)[nH]c2=S)c1	1.1	1.1	-9	-4	-2	-12	-10	3	0.2
Cc1cccc([N+](=O)[O-])c1	1.1	0.73	-10	-5	3	-5	27	1	-0.5
CCn1c(O)c(C=NCCN2CCOCC2)c(=O)n(CC)c1=S	0.87	0.97	5	2	0	13	3	2	3.3
O=c1c2ccccc2nc(/C=C/c2ccc(O)cc2)n1-c1ccc(O)cc1	0.91	0.97	-15	-9	-1	9	3	-7	0.1
C=CCn1c(O)c(C(C)=NCc2cc(OC)cc(OC)c2)c(=O)[nH]c1=O	1	1	-3	-2	-1	0	-1	-9	-0.7
COC(=O)C1=C(c2ccc(F)cc2OCc2ccccc2)C[C@@H]2CC[C@H]1N2C(=O)NCc1ccc([N+](=O)[O-])cc1	0.92	0.87	-3	-1	-6	8	13	-6	1.3
O=C(c1cc2c(s1)CCCC2)N1CCC2(CC1)OCCO2	1	0.95	-4	1	-1	0	5	-2	-0.5
Cc1ccccc1-c1nc2ccccc2c(=O)n1C	1	1.2	-5	-7	-1	-1	-16	-3	0.8
COc1ccc(CC2C(=O)N(c3ccccc3)C(=O)N(c3ccccc3)C2=O)c(OC)c1	0.99	0.78	-5	-8	2	1	22	-3	1.3

15 entries from above, with values under each structure.
Value order – mIAP activ	hIAP act	A3G deaminase	A3A deaminase	MIN6 prolif	mIAP inh	hIAP block	ATG4B inh	MPTP inh
> COC(=O)C1=C(c2cccc(C#N)c2)C[C@@H]2CC[C@H]1N2C(=O)NCCc1ccccc1
    1	0.99	-11	1	-1	-2	0	-2	0.7
> C[C@H]1CCC/C=C/[C@@H]2C[C@H](O)C[C@H]2[C@H](O)/C=C/C(=O)O1
    0.98&1.1	1&1.1	4&-4	5&2	-8&-8	2&-6	-2&-5	-8&-10	0.6&0.7
> COc1ccn(C)c(=O)c1C#N
    0.9	1.1	0	-1	1	10	-14	-14	-3.9
> Cc1cc(C=C2C(=O)NC(=O)NC2=O)c(C)n1-c1cccnc1
    0.61	0.89	-5	1	3	39	11	2	4.7
> CN1CCN(C(=S)SCC(=O)Nc2ccc(Cl)cc2C(=O)c2ccccc2)CC1
    1	0.8	-2	2	-4	-4	20	-1	8.7
> Cc1cccc(-n2c(O)c(C=Nc3ccc(Br)cn3)c(=O)[nH]c2=O)c1
    1	1	-3	0	-2	0	0	-9	-1.4
> CCOC(=O)COc1ccc2c(c1)c(C(C)=O)c(C)n2Cc1ccccc1
    1.1	1.1	-1	2	-3	-13	-10	-4	1.0
> C=CCn1c(O)c(C=NCCCn2ccnc2)c(=O)[nH]c1=O
    1.1	0.88	-3	-1	0	-10	12	-4	1.1
> S=P(NC1CCCCC1)(N1CC1)N1CC1
    0.91	1.1	-3	0	-3	9	-8	0	0.8
> CN(C)S(=O)(=O)c1cc(NC(=O)C[N+]23CCN(CC2)CC3)ccc1Cl
    0.9	1	-9	-2	0	10	-2	-1	-1.0
> COc1ccc(OC)c(CNCCc2ccc(OC)c(OC)c2)c1
    1	1.2	13	-3	-3	-5	-22	2	1.5
> Cc1cccc(-n2c(O)c(/C=N/N3CCOCC3)c(=O)[nH]c2=S)c1
    1.1	1.1	-9	-4	-2	-12	-10	3	0.2
> Cc1cccc([N+](=O)[O-])c1
    1.1	0.73	-10	-5	3	-5	27	1	-0.5
> CCn1c(O)c(C=NCCN2CCOCC2)c(=O)n(CC)c1=S
    0.87	0.97	5	2	0	13	3	2	3.3
> O=c1c2ccccc2nc(/C=C/c2ccc(O)cc2)n1-c1ccc(O)cc1
    0.91	0.97	-15	-9	-1	9	3	-7	0.1

The list continues:
SMILES	mIAP activ	hIAP act	A3G deaminase	A3A deaminase	MIN6 prolif	mIAP inh	hIAP block	ATG4B inh	MPTP inh
COc1ccccc1OCC(=O)N1CCCC(N2CCN(c3ccc(F)cc3)CC2)C1 (stereo not given)	0.96	0.97	-6	-1	-1	4	3	-4	-1.2
O=C(Cc1ccccc1)N1CCN(Cc2c[nH]c3ccccc23)CC1	0.9	0.79	-8	-4	-3	10	21	-2	-0.7
CC(C)n1nnnc1CN1CCN(C)CC1	1.2	0.98	-1	1	-2	-18	2	-4	2.0
COc1ccc(C=O)cc1	1.1	0.93	-14	-1	6	-5	7	2	-1.0
CC(=O)N1CCN(CC(=O)Nc2ccc(C#N)c(Cl)c2)CC1	1.1	0.97	10	-3	-2	-13	3	-5	-0.7
Cc1ccc(CN2C(=O)CN=C(c3ccccc3)c3ccccc32)cc1	1.1	1.1	-1	0	-4	-14	-5	-10	1.4
Fc1ccc(CCNCc2ccccc2Cl)cc1	1.1	1.1	3	1	-1	-6	-7	11	0.5
COC(=O)C1=C(c2ccc(S(C)(=O)=O)cc2)C[C@@H]2CC[C@H]1N2C(=O)NCC1CC1	1.1	1	-5	-2	-2	-9	0	-3	-1.1
Cn1c(O)c(C=Nc2ccccc2-c2ccccc2)c(=O)n(C)c1=O	1.1	0.97	-2	-1	-1	-7	2	-8	1.2
NS(=O)(=O)c1ccc(-c2ccc(C=C3C(=O)NC(=O)NC3=O)o2)cc1	0.35	0.93	15	2	2	64*	7	11	0.3
Cc1nc2ccc(Cl)cc2c(=O)n1-c1ccc([N+](=O)[O-])cc1	1	1.1	-11	-5	1	-3	-6	-1	0.0
CCOC(=O)c1c(C)n(COCCO)c2ccc(O)cc12	1	0.97	-5	-5	-1	-3	3	1	-1.6
Cc1cccc(C2=NCC(=O)N(CC(=O)NCc3ccco3)c3sc4c(c32)CCCC4)c1	1.1	0.9	-7	-3	-4	-8	10	12	-0.5
CCCC/C(=N\O)c1c[nH]c2ccccc12	1.1	0.78	-4	-1	-1	-8	22	12	0.0
CCCCCn1c(=O)c(C(=O)NCCc2ccccc2)c(O)c2ccccc21	0.92	0.86	-7	-7	-3	8	14	1	1.7
O=C1NC(=O)N(C2CCCCC2)C(=O)C1C1c2ccccc2C(=O)N1Cc1ccccc1 (stereo not given)	1	1	-4	-4	3	-2	-2	1	1.0
COc1ccc(CN2C(=O)NC(=O)/C(=C/c3ccc([N+](=O)[O-])s3)C2=O)cc1	0.65	1.3	36	16	-3	35	-27	4	34
COc1cccc(NC(=O)N2CCC3(CC2)OCCO3)c1	1	0.9	-4	0	-4	0	10	-4	8.9
CC(C)Oc1ccc(C2(C#N)CC[N+](C)(C)CC2)cc1	1.1	0.93	-3	0	-5	-14	7	8	0.7
CN1CCc2cc3c(cc2[C@H]1[C@@H]1OC(=O)c2c1ccc1c2OCO1)OCO3	1.1	1.1	-8	-1	5	-6	-11	3	1.0
Cn1c(O)c(C=Nc2ccc3c(c2)CCC3)c(=O)n(C)c1=O	0.96	0.97	7	-2	0	4	3	-15	-1.3
Cc1cc(=O)oc2cc(OCC(=O)N3C[C@H]4C[C@@H](C3)c3cccc(=O)n3C4)ccc12	1	1	-9	-3	-3	0	0	-22	-1.7
Cc1cc(/C=C2\C(=O)NC(=O)N(Cc3ccco3)C2=O)c(C)n1-c1ccc(O)cc1	0.82	0.89	16	17	-1	18	11	5	0.7
CCOc1ccc(CN2CCN(C(=O)Cc3ccccc3)CC2)cc1	0.97	1	-3	-1	-3	3	-4	2	0.0
CCOC(=O)C1=C(N)Oc2ccccc2C12C(=O)N(CC(=O)OC)C(CC(=O)OC)=C2C(=O)OC (stereo not given)	0.96	0.89	-4	-1	2	4	11	2	-1.0
NS(=O)(=O)c1cccc(N2CCNCC2)c1	0.99	0.81	-2	-1	-2	1	19	-11	-1.2
Cc1csc(=N)n1Cc1ccccc1	1.1	0.93	2	-2	-4	-7	7	0	0.5
Cc1ccccc1-n1c(-c2ccco2)nc2ccccc2c1=O	1	1.1	1	0	-2	0	-9	7	0.4
Cc1c(C(=O)N2CCC3(CC2)OCCO3)oc2ccccc12	0.99	0.8	-2	3	0	0	20	1	-0.2
CN(C)C(=O)Oc1ccc2oc(=O)cc(-c3cc4ccccc4o3)c2c1	0.99	0.97	-3	-3	4	1	3	-10	-0.4
O=C(CNC(=O)c1ccc(Cl)cc1)Nc1ccc(Br)cc1C(=O)c1ccccc1	0.89	1.1	-3	-2	-6	11	-7	-1	50*
C=CC1CN2CCC1CC2c1[nH]c2ccccc2c1CCO (stereo not given)	1.1	1.1	-7	-3	3	-8	-8	3	-0.7
Cc1cc(OCC(=O)N2CCC(C(=O)NCC(C)C)CC2)c2c3c(c(=O)oc2c1)CCCC3	1	0.95	-5	1	3	0	5	-2	-2.8
Cc1ccc(/C=C2\C(=O)NC(=O)N(CCc3ccc(F)cc3)C2=O)s1	0.99	1	-12	6	5	1	-1	-9	0.2
O=C1C2CCCN2C(c2cccs2)N1c1ccccn1 (stereo not given)	0.96	0.97	89*	0	1	4	3	-13	-1.2
C=CCNC(=O)c1c(N)n(Cc2ccco2)c2nc3ccccc3nc12	0.68	0.99	-3	7	0	32	1	-16	0.0
COc1ccc(C(c2c(O)c3ccccc3oc2=O)c2c(C)n(C)n(-c3ccccc3)c2=O)cc1 (stereo not given)	1	0.78	-3	2	0	-3	22	-1	1.5
C=CCn1c(O)c(C(C)=NCCC(c2ccccc2)c2ccccc2)c(=O)[nH]c1=O	0.99	1.1	4	3	0	1	-7	-5	0.4
CN1C(=O)N(C)C(=O)C(CCc2ccncc2)(CCc2ccncc2)C1=O	0.95	0.89	-2	-1	0	5	11	-8	0.3
CC1(C)OC(c2ccccc2)=C/C(=C/C=C2C(=O)NC(=O)NC2=O)O1	0.95	0.88	-77	-96	-2	5	12	0	13

The list is partial; rates above refer to the full screens.
